Screening results deposited in PubChem BioAssay by National Center for Advancing Translational Sciences (NCATS).
D2 potentiator = positively modulates the human D2 dopamine receptor allosterically | P14416 | actives 0.34% (n = 340,000) | AID 485347 | potentiation, % at 10 µM | HEK293 T-REx D2, calcium flux, EC20 dopamine potentiation;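 active = potentiation over 3 SD above the plate norm, cut at about 30% in these data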; note: 0% is about no effect
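Using a no-wash calcium dye in inducible, force-coupled HEK293 Trex cells expressing D2, we tracked fluorescence each second for 180 s after compound, then for 180 s after EC20 dopamine to detect augmented signalling.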
D1 antag = human D1 dopamine receptor antagonism | P21728 | activity change, negative = inhibition, % at 10 µM | actives 3.2% (n = 360,000) | HEK293 TREx D1 cells, calcium flux, dopamine EC80; active compounds read low; in the data active = activity change below about -30%; note: % is set by controls: 0 for no effect and ±100 for the full control effect
Target sequence (P21728 whole entry, looked up): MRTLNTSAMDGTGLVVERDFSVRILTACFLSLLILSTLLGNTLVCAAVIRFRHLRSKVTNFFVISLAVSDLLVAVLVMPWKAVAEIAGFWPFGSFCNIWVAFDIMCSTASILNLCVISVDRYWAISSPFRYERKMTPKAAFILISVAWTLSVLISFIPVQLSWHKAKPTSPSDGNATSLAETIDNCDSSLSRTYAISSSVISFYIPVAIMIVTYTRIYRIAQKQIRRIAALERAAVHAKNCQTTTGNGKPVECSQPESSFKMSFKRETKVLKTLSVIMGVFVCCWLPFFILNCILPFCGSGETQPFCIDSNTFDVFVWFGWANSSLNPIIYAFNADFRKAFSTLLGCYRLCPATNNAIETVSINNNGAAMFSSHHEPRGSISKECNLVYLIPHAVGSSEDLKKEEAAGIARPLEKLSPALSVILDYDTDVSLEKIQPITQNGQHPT
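Using tetracycline-induced force-coupled D1 Hek293 cells and a calcium dye, signals were followed for 180 s after compound, then for 180 s after EC80 dopamine, to detect inhibitors.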
Vif-A3G inh = blocks the Vif interaction with human APOBEC3G | Q9HC16 | HeLa A3G-eYFP + Vif (tagged APOBEC3G with the HIV-1 protein that degrades it), YFP fluorescence, overnight | Potency, µM (doses to about 46.1 µM), for inactives: top-dose activity, negative = active, most hits filed as inhibitors | actives 0.076% (n = 410,000);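 note: potency is the fitted concentration of half-maximal effect; % is set by controls: 0 for no effect and ±100 for the full control effect; nearly all actives have a fitted effect of over 60% in size; hits raise eYFP signal because A3G escapes Vif-driven loss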
Target sequence (Q9HC16 whole entry, looked up): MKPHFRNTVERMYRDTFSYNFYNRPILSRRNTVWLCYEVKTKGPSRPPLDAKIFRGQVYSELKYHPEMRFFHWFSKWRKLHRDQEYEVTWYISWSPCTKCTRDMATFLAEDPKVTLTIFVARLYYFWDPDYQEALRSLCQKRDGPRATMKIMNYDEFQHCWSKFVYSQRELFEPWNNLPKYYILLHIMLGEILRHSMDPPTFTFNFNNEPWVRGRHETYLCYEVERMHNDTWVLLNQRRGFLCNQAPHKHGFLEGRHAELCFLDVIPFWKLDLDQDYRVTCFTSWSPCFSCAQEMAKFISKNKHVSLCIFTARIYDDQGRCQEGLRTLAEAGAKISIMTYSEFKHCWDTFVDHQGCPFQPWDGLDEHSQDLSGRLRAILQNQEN
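HeLa cells stably expressing Vif and C-terminally eYFP-tagged A3G, seeded overnight at 37 deg C, then exposed to compound by pintool overnight at 37 deg C. Rise in yellow fluorescence (Ex 488/Em 500-530, Acumen) marks blocked Vif-driven A3G degradation.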
Glioma ERSR ind = inducers of ER stress response in human glioma cells; U87-MG GRP78 promoter luciferase reporter, 16 h; Potency, µM, without a hit: at the highest dose activation, most hits filed as activators; actives 0.02% (n = 420,000); AID 602332; note: potency is the fitted concentration of half-maximal effect; series mostly up to about 76 µM; % of control where 0% means no effect; nearly all actives have a fitted effect of over 35% in size
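ERSR induction read as luciferase luminescence (Bright-Glo, 10 min at room temperature) in stably transfected human U87-MG glioma cells exposed to compounds for 16 h, using GRP78 as sensor.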
D1 ag = agonists of human D1 dopamine receptor; P21728; HEK293 T-REx D1 cells, calcium flux, agonist mode; activation, % at 2 µM; actives 1% (n = 360,000); AID 504660; in the data active = activation above about 30%; note: 0% is about no effect
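Inducible HEK293 T-REx D1 cells, force-coupled to calcium signalling, were plated at 4000 cells/well with tetracycline and held overnight at 30 C. After no-wash calcium dye loading, compound-evoked calcium rise over 180 s flagged agonists.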
LDHA inh = inhibitors of human lactate dehydrogenase A | AID 1347041 | P00338 | purified LDHA, NADH/diaphorase-resazurin fluorescence; active compounds read low | activity change, % (values are at about 110 or 230 µM) | actives 0.15% (n = 480,000); in the data active = activity change below about -30%; inconclusive = mostly about -25% to -30%;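 note: plate controls were DMSO wells for no effect and wells without enzyme for full effect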
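LDH5 2 nM; NADH 0.06 mM, pyruvate 0.2 mM; 200 mM Tris pH 7.4, EDTA, Tween-20; 5 min RT. Detection: diaphorase 0.133 mg/mL + resazurin 37 µM, fluorescence ex540/em590 at 0 and 20 min; normalized to enzyme-free and DMSO wells.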
Vif-APOBEC3F blk = inhibitors of Vif-A3F interaction; AID 602313; Potency, µM (series often up to 46.1 µM), inactives show at the highest dose activity, negative = active; HeLa A3F-eYFP + Vif (tagged APOBEC3F with the HIV-1 protein that degrades it), YFP fluorescence increase; actives 0.2% (n = 390,000); note: potency is the fitted concentration of half-maximal effect; % of control where 0% means no effect; nearly all actives have a fitted effect of over 65% in size
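HeLa cells stably expressing Vif plus C-terminally eYFP-tagged A3F were seeded, incubated overnight at 37 deg C, dosed with compound, incubated overnight again at 37 deg C. Yellow fluorescence (Ex 488/Em 500-530) reported blocked Vif-mediated A3F-eYFP degradation.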
D1 potentiator = potentiators of human D1 dopamine receptor. AID 504651. HEK293 TREx D1 cells, calcium flux, dopamine EC20 potentiation. actives 0.036% (n = 360,000). potentiation, % at 10 µM; in the data active = potentiation above about 30%; note: 0% is about no effect
RXFP1 agonist = agonists of human relaxin receptor RXFP1 | actives 0.3% (n = 370,000) | HEK293T-RXFP1 cAMP TR-FRET, 30 min; response scale: percent of porcine relaxin response, buffer zero | Potency, µM (series often up to 57.5 µM), for inactives: top-dose activation, usual class: activators; note: potency is the fitted concentration of half-maximal effect; % is set by controls: 0 for no effect and ±100 for the full control effect; nearly all actives have a fitted effect of over 60% in size; many of its hits are not listed in these tables
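HEK293T cells stably expressing RXFP1 were pretreated with the PDE4 inhibitor Ro 20174, exposed to compounds for 30 min at 37C, lysed, and cAMP was read by TR-FRET. Data normalized to buffer (basal) and 29 nM porcine relaxin (100%).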
* = called active by the depositor; ? = inconclusive; / = no result given; & = joins results of further samples. Unless noted, calls come from the whole dose curve; as a rule, active = well fitted curve in the direction sought with a large enough effect; inconclusive = small, poorly fitted or top-dose-only effect, or another doubt; inactive = no such curve, though single readings can be large; an effect the other way counts as inactive or inconclusive. These rows are one share of the data, so the mix of outcomes need not match the whole.

Results follow in this order: Vif-A3G inh	Glioma ERSR ind	D1 potentiator	D1 antag	D1 ag	LDHA inh	RXFP1 agonist	Vif-APOBEC3F blk	D2 potentiator
- COc1ccc(CCNS(=O)(=O)c2c(C)[nH]c(C)c2C(=O)N2CCCCC2)cc1OC
→ -1%	-9%	0	7	6	2	-0.7%	-8%	9
- Cn1cc([N+](=O)[O-])c(C(=O)Nc2ccc(C(=O)N3CCCCC3)cc2)n1
→ -17%	-10%	7	1	2	-6	0.2%	-9%	-1
- C/C(=N\Nc1nc(C)cc(-c2ccccc2)n1)c1ccc(C)o1
→ 2%	-3%	-1	1	2	-4	2.7%	-6%	17
- COc1ccc(-[n+]2c(C)cc(/C=C3\Sc4ccccc4N3C)cc2C)cc1
→ ?	-3%	6	27	78*	2	4.2%	-209%	3
- COCCn1c(-c2ccccc2F)n[nH]c1=S
→ -3%	-2%	9	6	-2	-3	-0.2%	-2%	19
- COc1cc(OC)cc(C(=O)Nc2ccc(Nc3ccccc3)cc2)c1
→ -21%	6%	-4	7	3	3	0.1%	0%	11
- CN(C)S(=O)(=O)c1ccc(N2CCCC2)c(C(=O)Nc2ccc(N3CCOCC3)cc2)c1
→ 0%	-1%	-2	9	0	2	1.9%	-7%	-9
- COc1ccccc1-n1cc(CN2CCN(C3CCCCC3)C(CCO)C2)cn1 (stereo not given)
→ -3%	4%	-8	-10	-1	-3	-0.2%	11%	-7
- CC(=O)C1CCC2C3CCC4CC(=O)CCC4(C)C3C(C)(O)CC12C (stereo not given)
→ 2%	1%	/	/	/	-6	/	-7%	/
- COCCCNC(=O)Cn1cc(C(=O)C2CC2)c2ccccc21
→ 0%	-7%	-2	2	0	-6	1.2%	-3%	-10
- c1ccc(-c2[nH]ncc2-c2nc3ccccc3[nH]2)cc1
→ 1%	-3%	-5	1	0	-9	0.6%	-4%	-10
- O=C(Nc1cccnc1)Nc1ccccc1Cl
→ -2%	3%	1	8	2	-4	4.0%	6%	-5
- Cc1cc(C)c(NS(=O)(=O)c2ccc(-c3coc(C)n3)cc2)c(C)c1
→ 0%	0%	-6	-15	2	-8	1.9%	-1%	8
- CCOC(=O)c1ccc(CN(Cc2ccc(F)cc2)S(=O)(=O)c2ccc(F)c(C(=O)Nc3c(C)cccc3C)c2)cc1
→ 9%	-4%	-2	-11	2	-7	-1.4%	17%	-17
- COc1ccc(N(C(=O)c2ccc(Cl)cc2)C2=CC3CCC(C2)N3C)cc1 (stereo not given)
→ -3%	-4%	0	15	3	2	-2.9%	/	12
- OC(COCc1ccc(Cl)cc1)CN1CCc2ccccc2C1 (stereo not given)
→ 0%	-4%	3	7	9	-3	5.2%	-9%	-22
- Cc1nn(CCCC(=O)NCCCN2CCN(C)CC2)c(=O)c2c1sc1ccccc12
→ -5%	-3%	0	7	0	0	6.5%	-2%	5
- Cc1ccc(S(=O)(=O)N2CCCc3cc(NS(=O)(=O)c4cc(C)ccc4C)ccc32)cc1
→ -3%	-2%	0	-4	-1	-7	-0.2%	-4%	0
- CCn1c(CN2CCOCC2)nnc1SCC(=O)Nc1ccccc1C
→ 3%	-6%	0	3	1	-4	-1.1%	6%	-1
- COc1ccc(S(=O)(=O)N(C)Cc2ccc3c(c2)OCCO3)cc1
→ 2%	-1%	2	-23	13	-2	-1.0%	0%	11
- COC(=O)c1sc2nc(CN3CCN(c4ccc(OC)cc4)CC3)[nH]c(=O)c2c1C
→ -10%	2%	6	-4	0	3	0.8%	-15%	0
- Cc1c(C(=O)N2CCCCC2)c(S(=O)(=O)NCc2ccc(N(C)C)cc2)c(C)n1C
→ 2%&1%	-3%&-2%	0&-5	8&11	5&3	-2&1	-3.3%&1.1%	-2%&-2%	5&-1
- COc1ccccc1OCCSc1nc(-c2ccc(C(C)(C)C)cc2)nc2cc(=O)[nH]n12
→ -9%	-2%	-1	-11	2	3	0.1%	0%	-9
- CN(c1ccccc1)S(=O)(=O)c1cccc(NS(=O)(=O)c2ccc(/C=C/C(=O)O)cc2)c1
→ 3%	-5%	4	-12	2	-2	-1.9%	4%	6
- CC(=O)N1CCCc2cc(S(=O)(=O)CCC(=O)Nc3cccc(C)c3C)ccc21
→ 5%	-4%	-5	14	-1	-1	-5.2%	-4%	-4
- CCCCn1c(SCC(=O)c2ccc(OC)c(OC)c2)nc2cc(S(N)(=O)=O)ccc21
→ -3%	-2%	6	1	1	0	2.8%	6%	3
- Cc1ccc(N2C(=O)C3N=NN(CC(=O)N4N=C(c5ccccc5)CC4c4ccccc4)C3C2=O)cc1 (stereo not given)
→ 3%	10%	-8	10	2	-7	-1.2%	2%	-6
- Cc1ccc(C23CC4CC(CC(NC(=O)NC(C)(C)CO)(C4)C2)C3)cc1
→ 1%	1%	-8	-17	2	0	4.0%	0%	0
- Cc1ccc(S(=O)(=O)N/N=C/c2c[nH]c3ccccc23)cc1
→ 0%	-3%	-8	-49*	9	3	-2.4%	0%	/
- COc1ccc(C(=O)NCC(C)(C)CNC(=O)c2ccc(OC)c(OC)c2)cc1OC
→ 1%	3%	/	/	/	-3	/	12%	/
- CCN(CC)CCCNCC(=O)Nc1ccc(OC)c(Cl)c1
→ /	/	-2	-11	3	/	0.8%	/	-2
- Cc1ccc(S(=O)(=O)N(C)CC(=O)NC2CC(C)(C)NC(C)(C)C2)cc1
→ -4%	-2%	-3	-8	-1	-11	-0.4%	-9%	/
- C[C@H]1CN([C@@H](C)CO)C(=O)Cc2cc(NC(=O)Cc3cn(C)c4ccccc34)ccc2O[C@@H]1CN(C)S(=O)(=O)c1cn(C)cn1
→ 4%	-4%	/	/	/	-3	/	-12%	/
- CN1CCN(C(=O)C(C(=O)c2ccc(F)cc2)n2ccccc2=O)CC1 (stereo not given)
→ -3%	1%	-10	-10	2	-3	-0.2%	-9%	-20
- CCN(c1ccccc1)S(=O)(=O)c1ccc(NC(=S)NC(=O)c2cccs2)cc1
→ 6%	1%	-6	5	4	1	0.3%	8%	5
- CCC(=O)N/C(=N/c1nc(C)cc(C)n1)Nc1ccc(OC)cc1
→ -1%	-3%	-2	1	-1	3	1.3%	-2%	9
- O=C(CN(C(=O)c1csnn1)c1ccc(F)cc1)NCc1ccc2c(c1)OCO2
→ 1%	2%	-4	-14	3	-6	3.4%	8%	-1
- CCc1nnc(NC(=O)CSc2nc(-c3ccc(OC)cc3)ns2)s1
→ 1%	1%	-7	-29	1	2	0.4%	3%	0
- COc1cc(Cl)c(C)cc1NC(=O)c1cnc(N2CCCCC2)c2ccccc12
→ -2%	-5%	-3	26	2	-4	1.6%	-15%	-2
- COc1ccc(CN2CCNC(=O)C2CC(=O)NCCSc2nccn2C)c(OC)c1 (stereo not given)
→ -5%	-2%	-2	5	1	1	1.0%	-1%	3
- O=C(O)CS/C(=C\c1ccc(F)cc1)c1nc2ccccc2s1
→ /	/	-8	-33*	0	/	0.4%	/	-8
- CCN(CC)S(=O)(=O)c1ccc2c(c1)nc(CCC(=O)O)n2C
→ 0%	-1%	-3	3	6	-3	3.5%	-11%	4
- Cc1ccccc1OC1=NS(=O)(=O)c2ccccc21
→ -5%	-8%	-1	-28	1	0&-10	-2.7%	-4%	0
- O=C(CN1C(=O)CCSc2ccccc21)Nc1ccccc1F
→ -5%	-4%	-6	-14	5	-1	-2.7%	3%	-4
- CCOc1ccc(-c2cccc(NC(=O)c3ccc(Br)o3)c2)nn1
→ -2%	-1%	1	-21	0	-3	0.9%	-12%	10
- COCCn1c(C)cc(C(=O)CN2CCCCC2)c1C
→ 8%	-2%	-4	-3	4	-6	-0.1%	?	-2
- O=C(COc1ccc(/C=N/NC(=O)c2ccccc2)cc1)Nc1ccc([N+](=O)[O-])cc1
→ -3%	-3%	-2	12	3	-2	-1.8%	1%	7
- Cc1ccc(S(=O)(=O)N(C)Cc2ccc(C(=O)N/N=C3\CC(=O)CC(C)(C)C3)cc2)cc1
→ 3%	-4%	-4	-42*	-1	-6	2.8%	4%	/
- CCOc1cccc(Oc2ncccc2C(=O)/C(C#N)=C/N(C)C)c1
→ 0%	-5%	-3	-38*	3	-3	-2.7%	1%	13
- COc1ccc(NC(=O)CN(C)C(=O)CSCC(=O)Nc2ccc(C)cc2)cc1
→ -1%	13%	-5	-5	1	1	-0.9%	12%	5
- CCOC(=O)C1=C(O)C(=O)C(C(=O)OCC)C1 (stereo not given)
→ 2%	-6%	/	/	/	8	/	-4%	/
- O=Cc1ccccc1OCCOc1ccc([N+](=O)[O-])cc1
→ 1%	4%	-7	-31*	2	-1	-1.6%	-4%	26
- O=C(CSc1nnc(-c2ccccc2)o1)NC1CCCC1
→ 0%	0%	-3	5	2	-2	1.3%	7%	15
- Cc1cc(=O)n(CC(=O)Nc2ccc(Cl)c(Cl)c2)c(-n2nc(C)cc2C)n1
→ 2%	-3%	1	/	10	-7	1.6%	-11%	12
- CC(C)=CC(=O)OCC(=O)Nc1ccc(Cl)cc1
→ -6%	-3%	-3	6	3	-4	-3.7%	-6%	9
- Cc1c(-c2ccc(O)cc2)nc2nc(-c3ccccc3)c(-c3ccccc3)nn12
→ /	/	-10	6	86*	/	5.4%	/	-8
- COc1c(Cl)cc(Cl)cc1CNCc1ccccc1
→ 0%	-2%	12	5	11	-3	0.5%	-4%	11
- Cc1ccc(Nc2nnc(SC/C(O)=C(\C#N)c3nc4ccccc4[nH]3)s2)c(C)c1
→ -1%	-4%	-2	4	2	3	-0.2%	-30%	-4
- O=C(Nc1ccccc1C(=O)NCc1ccco1)c1ccco1
→ 1%	1%	-7	4	1	-14	-1.6%	-11%	8
- CCCc1cc(=O)[nH]c(SCC(=O)N2CCN(S(=O)(=O)c3ccc(C)cc3)C2)n1
→ 7%	-2%	-4	5	0	-9&7	-1.4%	-1%	13
- Cc1ccc(C)c(S(=O)(=O)Nc2ccccc2C(=O)Nc2ccccc2N2CCOCC2)c1
→ 6%	-5%	-1	/	0	-4	0.6%	/	10
